NRP1-CendR mod: modulators of CendR peptide binding to human neuropilin-1 | O14786 | FAM-RPARPAR peptide binding to NRP-1, fluorescence polarization | inhibition, % at 25 µM | 360,000 compounds, 0.85% hits | AID 602438;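 active = inhibition or corrected inhibition above about 18%, plus a signal ratio from 0.5 to 1.5, limit read from the data, passing the limit was not always enough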; also: strong numbers were not always called active
MsrA act: activates bovine MsrA enzyme; activation, % at 10.6 µM; purified bovine MsrA, absorbance read-out; AID 602163; 360,000 compounds, 0.3% hits; in the data active = activation above about 7.5%;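 also: 0% = vehicle and 100% = reference activator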
eLon inh: inhibitors of E. coli Lon protease | P0A9M0 | purified E. coli Lon protease, fluorescence polarization | inhibition, % at 7.94 µM | 360,000 compounds, 0.42% hits; in the data active = inhibition above about 13%, passing the limit was not always enough;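 also: 0% = enzyme with probe and DMSO and 100% = no enzyme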
FAS-TE inh: inhibitors of human fatty acid synthase thioesterase domain; AID 602261; recombinant FAS-TE, OMFH fluorogenic substrate, fluorescence endpoint; 360,000 compounds, 0.67% hits; inhibition, % at 15 µM; P49327;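 active = compounds whose normalised, plate-corrected inhibition of enzyme fluorescence in the single-dose primary screen is 50% or more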;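 also: 0% = DMSO with enzyme and 100% = substrate without enzyme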
SKN-1 inh: C. elegans SKN-1 inhibition; inhibition, % at 21.8 µM; C. elegans VP596 Pgst-4::GFP/RFP ratio, acrylamide-induced, 24 h; AID 624304; 360,000 compounds, 0.49% hits;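 active = interference check ratio from 0.5 to 1.5 plus GFP to RFP signal ratio inhibition reaching or exceeding a fixed threshold, cut at about 30% in these data, passing the limit was not always enough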; also: some compounds called inactive have numbers as strong as hits
MLLE-PAM2 inh: inhibitors of microRNA-mediated deadenylation, human PABP1 MLLE binding; GST-MLLE / FITC-PAM2 fluorescence polarization; AID 588489; inhibition, % at 20 µM; 360,000 compounds, 0.36% hits; P11940; in the data active = inhibition above about 35%, passing the limit was not always enough;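 also: plate controls were DMSO wells with GST-MLLE for no effect and wells lacking GST-MLLE protein for full effect; some results filed as inactive read as strong as hits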
MT1-MMP act inh: blocks activation of human MT1-MMP; GFP/RFP ratio change, % at 20 µM; P50281; AID 651647; 360,000 compounds, 0.061% hits; HT1080 RFP-PRO-GFP cells, GFP/RFP ratio fluorescence, overnight; percent of plate control window, DMSO zero;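 active = GFP/RFP ratio change of at least 30% with cell ATP level not reduced by more than half and red fluorescence within 50% of control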; also: strong numbers were not always called active
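Compound: 20 µM single dose, 1% DMSO / System: HT1080 RFP-PRO-GFP cells / Controls: DMSO and RFP-L50D-GFP cell wells / Read-out basis: GFP/RFP fluorescence ratio / Schedule: overnight compound exposure at 37 °C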
Rin1-Abl PPI inh: human Rin1-Abl interaction inhibition; TR-FRET Rin1/Abl binding, biochemical; inhibition, % at 7.35 µM; 360,000 compounds, 0.4% hits; P00519+Q13671; AID 588664; in the data active = inhibition above about 5%, passing the limit was not always enough
Neddyl block: cullin neddylation inhibition; TR-FRET cullin neddylation, biochemical; AID 651699; calls only at 25 µM; 360,000 compounds, 0.58% hits; P61081+Q13564; in the data active = inhibition above about 36%
The depositor's hits bear a star; i = inactive; . = no result given; & = joins results of further samples; ! = not confirmed by another sample.

SMILES	NRP1-CendR mod	MsrA act	eLon inh	FAS-TE inh	SKN-1 inh	MLLE-PAM2 inh	MT1-MMP act inh	Rin1-Abl PPI inh	Neddyl block
CCN1Cc2c(cc(OC)c(OC)c2OC)-c2ccccc2S1(=O)=O	-0.4	-1.3	7.0	-9.6	4.1	-7.2	4.7	-0.1	i
O=C(C1=C[C@H](c2coc3ccccc3c2=O)C[C@H](OCCCCO)O1)N1CCN(Cc2ccc3c(c2)OCO3)CC1	-6.7	-2.1	0.6	-4.7	19.6	5.2	-2.6	2.0	i
Cc1c(-n2c(=O)n(Cc3ccccc3)c(=O)c3[nH]cnc32)cccc1S(C)=O (stereo not drawn)	15.7	-0.7	4.1	-2.5	10.7	11.8	-8.5	4.3	i
CC(C)[C@H](NC(=O)C1CCN(S(=O)(=O)c2ccc(F)cc2)CC1)C(=O)NCc1ccncc1	-6.0	-2.3	0.2	-3.0	8.3	4.0	0.9	0.3	i
Cc1nc(SCC(=O)Nc2c(C)n(C)n(-c3ccccc3)c2=O)c2cnn(-c3ccccc3)c2n1	-21.0	-2.3	-9.3	-8.0	-2.4	-35.8	-5.9	-1.0	i
Cc1cccc(NC(=O)c2cc[n+]([O-])cc2)c1C	1.0	-2.9	-2.3	-4.8	-2.9	1.6	-0.9	-1.7	i
CC(=O)c1ccc(NS(=O)(=O)c2ccc(N/C=C/C(=O)c3ccc(F)cc3)cc2)cc1	-2.6	-4.2	2.2	18.7	5.5	-17.8	3.4	-3.2	i
CS(=O)(=O)Nc1cccc(-c2cc(NC=O)c3ncc(-c4ccc(F)c(Cl)c4)n3c2)c1	-20.6	-2.8	-26.1	21.0	8.7	-20.9	-5.3	3.1	i
CC(=O)N1CCOc2ccc(S(=O)(=O)NCC3CCC(C(=O)Nc4ccc(C)cn4)CC3)cc21 (stereo not drawn)	6.1	-3.0	8.9	-5.1	-11.9	12.3	0.3	1.0	i
O=c1[nH]cnc2c1ncn2Cc1ccc([N+](=O)[O-])cc1	1.7	-3.6	-0.1	-1.9	1.6	3.3	4.0	4.5	i
Cc1noc(C)c1S(=O)(=O)N(CC(=O)N1CCn2c1nc1ccccc12)c1ccc(C(C)C)cc1	6.2	-2.2	3.5	15.9	11.7	-24.3	-3.5	-0.6	i
COc1cc(C)c(NC(=S)Nc2cccc(Cl)c2C)cc1OC	-3.5	-1.2	0.0	-11.8	-6.3	1.3	2.7	0.7	i
O=C(Cc1ccc(F)cc1)N/N=C/c1ccccn1	-1.0	-2.2	-0.5	0.2	-14.6	-1.8	5.1	-1.7	i
C/C(CC(=O)Nc1ccc(Cl)cc1Cl)=N\NC(=O)c1ccncc1	-5.1	-1.7	-0.9	-0.7	11.6	-5.4	0.1	1.0	i
CCC(Oc1ccc2c(=O)c(-c3ccccc3OC)coc2c1)C(=O)OCc1ccccc1 (stereo not drawn)	-3.8	-1.4	-12.9	17.9	6.8	0.3	-3.6	-0.1	i
O=C(CSc1ccc(F)cc1)Nc1nnc(-c2ccco2)o1	0.2	-7.3	2.3	-5.4	-5.4	-3.6	3.6	3.3	i
COc1ccc(NC(=O)CSc2nc(N)cc(N)n2)cc1S(=O)(=O)N1CCCCC1	-3.6	2.2	0.6	-5.1	14.3	36.0	2.4	5.7	i
O=C(Cc1cccs1)Nc1ccccn1	-2.1	-10.2	11.3	-9.6	0.6	-9.3	-5.7	1.9	i
O=C(Nc1cc(-c2nn(CC(=O)N3CCCCC3)c(=O)c3ccccc23)ccc1N1CCOCC1)c1ccc(Cl)cc1	0.1	-7.8	-6.1	3.9	-2.0	-9.3	-2.9	-5.5	i
COCCn1c(SC)nnc1-c1c[nH]c2ccccc12	0.2	-3.2	-13.4	-7.7	2.8	-7.6	-0.7	-1.4	i
COc1cc2c(cc1NS(=O)(=O)N1CCCCC1)oc1ccccc12	-3.4	-2.0	9.3	23.8	7.8	-3.4	0.1	1.8	i
Cc1ccc(S(=O)(=O)NCCCNC(=O)c2ccccc2)cc1	-5.1	-1.5	-1.4	-4.0	4.7	0.2	2.6	-2.8	i
CCn1c(C(=O)OC)cc2c1ccn2-c1ccc(F)cc1	12.1	-14.7	-5.0	18.4	15.2	0.6	1.8	2.6	i
CCOC(=O)c1c(-c2ccc(C)o2)csc1NC(=O)CSc1ncn[nH]1	5.0	-8.3	4.6	-165.1	6.7	20.9	-4.7	-0.4	i
CCOC(=O)CCC(=O)NNC(=O)c1ccc(NC(=O)c2ccccc2)cc1	0.4	-4.3	-1.2	-4.7	-0.8	8.8	4.0	1.5	i
NC(=S)N1N=C(c2ccccc2)CC1=O	9.5	-4.7	15.8	-6.0	6.2	-14.6	0.5	2.4	i
COc1ccc(CCNCC(O)c2ccccc2)cc1 (stereo not drawn)	1.4	-2.4	12.6	-5.5	7.6	-6.8	2.2	2.6	i
O=C(COc1ccc(F)cc1Cl)Nc1ccc(S(=O)(=O)Nc2nccs2)cc1	3.6	-2.2	-11.4	0.6	-2.4	4.7	-2.7	-0.7	i
O=C(c1ccc(CS(=O)c2cccc(Cl)c2)o1)N1CCN(C2CCCCC2)CC1 (stereo not drawn)	4.3	-4.7	-0.2	0.7	3.1	-2.5	-1.3	-0.1	i
CC(OC(=O)CCCc1c[nH]c2ccccc12)C(=O)Nc1ccc(S(N)(=O)=O)cc1 (stereo not drawn)	-1.1	7.0	-0.8	0.4	11.1	-11.4	1.1	1.7	i
O=C(NC(=S)Nc1cccc(Cl)c1N1CCCCC1)c1ccc2c(c1)OCCO2	-3.3	-3.6	-3.4	28.5	12.0	23.2	-11.7	4.9	i
CCCOc1ccc(C2CC(=O)Nc3cc(OC)c(OC)cc32)cc1 (stereo not drawn)	-3.0	-1.6	1.2	3.6	4.5	5.4	7.3	1.3	i
O=S(=O)(NCCc1cn2ccccc2n1)c1cccs1	2.6	-5.7	-5.6	-3.7	-9.2	-4.4	2.4	-1.2	i
CC(C)NC(=O)Nc1ccc2c(c1)C(=O)N([C@H](C)CO)C[C@H](C)[C@@H](CN(C)S(=O)(=O)c1cn(C)cn1)O2	4.2	-1.1	0.8	-6.6	3.2	-1.4	2.8	-1.9	i
O=C(Cc1cccs1)Nc1ccc(-c2nnc(-c3ccco3)o2)cc1	14.5	-11.1	7.3	-10.1	16.3	-7.4	6.1	-1.6	i
O=C(Cn1c(C(=O)OCCO)cc2ccccc21)c1ccccc1	14.5	-1.6	0.8	0.8	-10.3	0.7	.	-2.7	i

A second format for four compounds above.
Sequence of screens: NRP1-CendR mod	MsrA act	eLon inh	FAS-TE inh	SKN-1 inh	MLLE-PAM2 inh	MT1-MMP act inh	Rin1-Abl PPI inh	Neddyl block
> COc1ccc(CCNCC(O)c2ccccc2)cc1 (stereo not drawn)
    1.4	-2.4	12.6	-5.5	7.6	-6.8	2.2	2.6	i
> O=C(COc1ccc(F)cc1Cl)Nc1ccc(S(=O)(=O)Nc2nccs2)cc1
    3.6	-2.2	-11.4	0.6	-2.4	4.7	-2.7	-0.7	i
> O=C(c1ccc(CS(=O)c2cccc(Cl)c2)o1)N1CCN(C2CCCCC2)CC1 (stereo not drawn)
    4.3	-4.7	-0.2	0.7	3.1	-2.5	-1.3	-0.1	i
> CC(OC(=O)CCCc1c[nH]c2ccccc12)C(=O)Nc1ccc(S(N)(=O)=O)cc1 (stereo not drawn)
    -1.1	7.0	-0.8	0.4	11.1	-11.4	1.1	1.7	i

The list goes on.
SMILES	NRP1-CendR mod	MsrA act	eLon inh	FAS-TE inh	SKN-1 inh	MLLE-PAM2 inh	MT1-MMP act inh	Rin1-Abl PPI inh	Neddyl block
CC1=NN(c2ccc(C(F)(F)F)cn2)C(=O)C1	-3.0	-11.1	-4.0	-3.6	4.7	-4.6	-13.4	0.4	i
O=C1CC(N2CCN(c3cccc(C(F)(F)F)c3)CC2)C(=O)N1c1ccccc1 (stereo not drawn)	-8.8	-1.1	-5.7	18.5	-15.5	-8.5	1.6	-1.7	.
CCOC(=O)c1cc(CC)sc1NC(=O)C1CC1	-1.8	-2.9	-8.0	14.7	4.0	6.7	0.7	-1.6	i
O=C(NC1CCCC1)c1cccc2c1C(=O)c1ccc(N3CCCCC3)cc1S2(=O)=O	-25.0	-4.3	-21.9	-52.6	6.7	-85.4	-66.3	1.6	i
Cc1ccc(C(=O)Nn2cnnc2)cc1Cl	0.3	-2.4	-0.3	-6.7	10.7	-0.4	-0.5	0.7	i
CCOc1c(Cl)cc(C(=O)Nc2cccc(C(=O)O)c2)cc1Cl	5.6	-0.9	-11.6	-2.5	-11.1	-13.1	2.8	-1.3	i
CC(C)c1nc2ccccn2c1NC1CCCCC1	1.0	-4.8	-3.1	-4.2	-14.6	-2.2	-3.3	0.9	.
Cc1ccc(NC(=O)CCC(=O)N/N=C/c2cccs2)cc1C	-9.5	0.8	6.2	-8.9	6.4	12.6	1.4	-0.7	i
CCCCOc1ccc(C(=O)OC2CC(C)N(C)CC2C)cc1 (stereo not drawn)	-2.0	-0.3	0.4	-5.9	41.9*	-4.4	0.4	1.0	i
O=C(CNc1ccc(Br)cc1)Nc1cccc(S(=O)(=O)N2CCCC2)c1	6.9	4.9	-9.4	17.8	0.5	0.0	5.0	0.1	i
Cc1cccc(C)c1NC(=O)c1c(-c2ccccc2)noc1C	-3.3	-2.3	-11.2	0.2	5.7	6.5	4.7	6.2	i
Cc1ccc(NC(=O)c2cc(-c3ccc4c(c3)OCO4)on2)cc1	13.9	-3.4	-5.7	-0.7	11.9	-20.6	5.8	-2.9	i
O=C(Nc1ccc2c(c1)OCCO2)C(c1ccc(F)cc1)N1CCCCC1 (stereo not drawn)	9.6	-9.1	-0.1	8.2	-10.0	9.2	1.3	3.7	i
O=C(CN1CCN(Cc2ccccc2F)C1=O)NC1CCCC1	-7.2	-1.0	-0.8	-3.7	15.3	6.9	-2.9	-0.7	i
Cc1ccc(OCC(O)CN2CCN(c3ccccn3)CC2)c(C)c1 (stereo not drawn)	-12.9	-3.0	1.2	-4.1	-0.1	-14.6	-1.1	-3.7	i
COc1ccc(S(=O)(=O)NCc2cccnc2)cc1	1.3	-6.2	-4.7	-3.0	10.1	-11.6	0.4	2.3	i
O=C(NC(c1ccccc1)c1ccc2ccccc2n1)C1CCN(Cc2ccc(Cl)c(Cl)c2)CC1 (stereo not drawn)	4.0	-0.8	-13.9	12.5	-1.7	-10.2	0.4	-3.4	i
Cc1ccc(C(=O)Nc2nc(=O)[nH]s2)cc1	17.2*!	-1.0&-3.3	2.1&1.5	-5.3&-5.3	2.9&-6.9	-4.6&18.7	-1.6&2.6	2.0&0.3	i
CCCn1c(=O)c2ccccc2n2c(SCC(=O)Nc3cc(C)on3)nnc12	2.5	-1.7	3.4	-0.2	-10.3	-12.6	3.4	0.1	i
O=C(NCc1cccc(Br)c1)c1cc(-c2ccccc2)nn1CC1CC(c2cccc([N+](=O)[O-])c2)=NO1 (stereo not drawn)	5.5	-4.1	5.9	19.3	-7.7	-1.5	3.8	2.0	i
O=C(Nc1nc2cc3c(cc2s1)OCO3)c1ccc(N2C(=O)CCC2=O)cc1	-7.5	-3.0	-17.3	-4.9	-1.1	-9.4	-1.2	-54.4	i
Cc1ccccc1C(=O)OCc1nnc(-c2ccc(Cl)cc2)o1	3.8	-7.4	-7.1	22.5	12.1	5.6	2.7	1.0	i
COc1cc(/C=N/OCC(=O)NC2CCS(=O)(=O)C2)ccc1OC(F)F (stereo not drawn)	-12.9	-1.4	-0.1	-6.4	-18.9	-1.2	4.5	-0.6	i
CN(C)S(=O)(=O)c1ccc(C(=O)OCc2ccc([N+](=O)[O-])cc2)cc1	8.6	-0.6	12.8	32.5	3.0	3.5	0.4	2.1	i
CCCNC(=O)CCc1c(C)nc2c(c(C)nn2-c2ccccc2)c1C	4.4	-3.4	4.8	-2.6	2.1	11.2	0.0	1.8	.
O=C(O)c1cc(S(=O)(=O)N2CCCCC2)ccc1N1CCCC1	11.4	-1.9	0.1	-6.7	-2.2	-9.6	-1.0	2.9	i

Bioassay records (PubChem)
